Dicer processing: inhibitors of Dicer pre-microRNA processing, primary screen, biochemical, cat-ELCCA, chemiluminescence. Endoribonuclease Dicer (Homo sapiens), Q9UPY3. cat-ELCCA pre-miR-21 Dicer processing; active compounds read high. z-score at 25 µM. 47,000 compounds, 6% hits; in the data active = z-score above about 3, passing the limit was not always enough;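 note: plate controls were vehicle for no effect and no enzyme for full effect; higher signal means more uncleaved substrate so more Dicer inhibition; strong numbers were not always called active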
Target sequence (Q9UPY3 whole entry, looked up): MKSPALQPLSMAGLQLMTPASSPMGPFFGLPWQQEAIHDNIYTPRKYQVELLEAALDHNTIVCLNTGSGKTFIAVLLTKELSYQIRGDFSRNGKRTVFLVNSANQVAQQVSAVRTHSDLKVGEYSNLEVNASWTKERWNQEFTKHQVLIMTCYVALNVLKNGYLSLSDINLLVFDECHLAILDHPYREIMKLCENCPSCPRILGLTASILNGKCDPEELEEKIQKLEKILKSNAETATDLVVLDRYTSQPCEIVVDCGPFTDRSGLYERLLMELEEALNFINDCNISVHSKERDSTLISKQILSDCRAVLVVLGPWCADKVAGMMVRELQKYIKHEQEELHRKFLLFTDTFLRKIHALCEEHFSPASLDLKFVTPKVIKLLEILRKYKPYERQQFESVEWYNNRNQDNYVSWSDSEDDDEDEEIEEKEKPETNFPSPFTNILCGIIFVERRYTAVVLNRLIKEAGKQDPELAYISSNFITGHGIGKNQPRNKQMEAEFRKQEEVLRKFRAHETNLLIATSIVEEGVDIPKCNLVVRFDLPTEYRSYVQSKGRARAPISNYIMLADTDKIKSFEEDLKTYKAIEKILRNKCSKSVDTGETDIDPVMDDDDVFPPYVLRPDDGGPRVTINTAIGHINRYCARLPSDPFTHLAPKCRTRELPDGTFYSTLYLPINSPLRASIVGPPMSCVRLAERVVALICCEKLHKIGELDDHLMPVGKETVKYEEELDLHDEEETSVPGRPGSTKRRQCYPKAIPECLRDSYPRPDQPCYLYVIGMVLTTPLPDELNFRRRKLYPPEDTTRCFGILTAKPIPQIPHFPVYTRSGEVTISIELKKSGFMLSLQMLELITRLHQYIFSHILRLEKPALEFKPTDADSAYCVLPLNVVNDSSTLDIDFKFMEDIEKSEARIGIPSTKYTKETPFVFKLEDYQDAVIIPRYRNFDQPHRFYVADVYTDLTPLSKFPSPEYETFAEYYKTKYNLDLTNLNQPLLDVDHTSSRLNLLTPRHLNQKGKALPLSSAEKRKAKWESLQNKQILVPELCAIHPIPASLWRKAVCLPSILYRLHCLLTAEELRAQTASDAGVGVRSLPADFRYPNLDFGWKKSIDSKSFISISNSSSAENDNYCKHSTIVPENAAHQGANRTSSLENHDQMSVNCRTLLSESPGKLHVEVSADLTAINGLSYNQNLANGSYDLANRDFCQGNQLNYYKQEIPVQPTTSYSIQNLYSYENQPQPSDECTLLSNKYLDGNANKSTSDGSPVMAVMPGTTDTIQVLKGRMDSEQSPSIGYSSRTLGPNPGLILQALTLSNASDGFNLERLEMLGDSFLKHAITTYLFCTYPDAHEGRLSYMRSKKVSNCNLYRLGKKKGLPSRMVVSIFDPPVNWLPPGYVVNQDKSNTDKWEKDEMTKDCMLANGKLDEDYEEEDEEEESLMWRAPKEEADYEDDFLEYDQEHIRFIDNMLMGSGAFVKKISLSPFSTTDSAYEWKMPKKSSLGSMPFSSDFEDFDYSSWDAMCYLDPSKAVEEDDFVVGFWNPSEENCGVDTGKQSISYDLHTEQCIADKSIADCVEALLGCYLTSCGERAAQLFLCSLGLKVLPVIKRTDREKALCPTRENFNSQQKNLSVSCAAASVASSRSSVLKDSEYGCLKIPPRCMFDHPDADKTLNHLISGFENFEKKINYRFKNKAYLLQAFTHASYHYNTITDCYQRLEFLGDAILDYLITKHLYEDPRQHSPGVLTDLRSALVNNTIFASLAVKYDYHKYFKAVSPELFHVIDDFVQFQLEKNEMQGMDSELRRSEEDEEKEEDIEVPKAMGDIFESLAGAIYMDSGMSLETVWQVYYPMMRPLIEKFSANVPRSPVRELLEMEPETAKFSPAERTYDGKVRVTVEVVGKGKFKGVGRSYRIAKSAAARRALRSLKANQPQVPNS
* marks the source's active call; other numbers are inactive results. Some of the compounds tested (hit frequency here may not be typical).

mol,Dicer processing
CCCCCCCCc1ccc(C(=O)O)cc1,-0.9
O=C1NC(=O)c2cc(S(=O)(=O)NCCCO)cc3cccc1c23,-0.38
O=c1cc(NCc2ccccc2)[nH]nc1-c1ccccc1,-0.39
O=C(CCC(NC(=O)OCc1ccccc1)C(=O)O)OCc1ccccc1 (configuration not stated),-0.24
CCOC(=O)CC1=Nn2c(nnc2-c2ccccc2)SC1,0.85
CCO/C=C1/SC(=S)N(CCc2ccc(Cl)cc2)C1=O,-1.1
CCN(CC)C(=S)Sc1nsc(SC(=S)N(CC)CC)c1C#N,0.69
Cn1c(Sc2nc3ccc(Cl)cc3s2)nnc1-c1ccc2ccccc2c1,-0.12
Cc1cccnc1Nc1nc(-c2ccccn2)cs1,-3.3
O=C(c1ccco1)c1n[nH]nc1-c1ccccc1,1.2
C=CCNS(=O)(=O)c1cccc2cc(C(=O)O)c(O)cc12,-2.3
Cc1c2c(=O)n(-c3nc4ccccc4s3)nc-2cc(O)n1CCc1cnc[nH]1,3.6*
CCc1ccc(S(=O)(=O)N2CCSC2c2ccc(OC)c(OC)c2)cc1 (configuration not stated),2.7
CCCCNc1ccc2c3c(cccc13)C(=O)N(CCCC)C2=O,2.8
c1ccc(Cc2nc3c4c5c(sc4ncn3n2)CCCC5)cc1,0.82
COc1ccccc1Oc1ccc([N+](=O)[O-])c(Oc2ccccc2OC)c1C#N,0.29
COc1cc(S(=O)(=O)Nc2ccccn2)ccc1F,2.2
O=C1CC(c2ccccc2)Oc2ccccc21 (configuration not stated),0.24
O=C(Nc1ccccc1)c1csc2ccc(Cl)cc12,0.33
CN(C)CCOC(=O)c1ccc(C(=O)c2ccccc2)cc1,0.18
COc1cc(OC)cc(-c2nc3ccccc3c(=O)o2)c1,1
COc1ccc(Cc2nnc(SCC(=O)O)o2)cc1,-0.14
O=C(O)c1ccc(Cn2cnc3ccccc32)cc1,-0.67
COc1ccc(Cn2c(=O)sc3ccccc32)cc1,0.56
CC1CCC2C(=O)N(c3ccc(Cl)cc3)C(=O)C2C1 (configuration not stated),-1.5
N#Cc1cn(-c2ccccc2Cl)c(=O)n(Cc2ccc(Cl)cc2)c1=O,-1.4
Nc1c(C(=O)N/N=C/c2ccc(Cl)cc2)sc(=S)n1-c1ccccc1,1.4
Cc1[nH]c(=S)[nH]c(=O)c1Cc1ccc(F)cc1,-0.29
NC(=O)c1c(NC(=O)CSc2nnnn2-c2ccccc2)sc2c1CCC2,-1.4
COc1ccccc1NC(=O)CSc1cc(C(F)(F)F)cc(C(F)(F)F)c1,23
Cc1c(S(=O)(=O)N2CCN(C3c4ccccc4-c4ccccc43)CC2)cnn1-c1ccccc1,-2.2
Cc1cc(-c2ccccc2)n2nc(C)c(-c3ccccc3)c2n1,0.55
FC(F)(F)c1cnc(NCCNc2cnc3ccccc3n2)c(Cl)c1,-1.2
COc1cccc(NC(=S)NC(Cc2ccccc2)c2ccccc2)c1 (configuration not stated),-0.06
O=C(NC(=S)Nc1ccccc1Cl)c1ccccc1,2.7
CC(C)COCC1CC2(CC(C)(c3csc(N)n3)OC2=O)C(=O)O1 (configuration not stated),12
CCC(C)OC(=O)c1c(NC(=O)c2nc3nc(C)cc(C(F)F)n3n2)sc2c1CCCC2 (configuration not stated),2.5
COC(=O)Cc1cc(=O)n2[nH]c(C)nc2n1,-1.4
CCCCCc1ccc(S(=O)(=O)Nc2nc(CC(=O)OCC)cs2)cc1,-1.6
O=C(CSc1nc2ccccc2nc1N1CCCCC1)NC1CCCCC1,1.6
Cc1ccc(-n2nc(C)c3c2CC(c2ccco2)CC3=O)cc1 (configuration not stated),-1.2
COCCOC(=O)C1=C(C)NC2=C(C(=O)CC(c3ccccc3Cl)C2)C1c1ccc2c(c1)OCO2 (configuration not stated),2.1
CSc1sc(NC(=O)Nc2ccc(Cl)cc2)cc1S(=O)(=O)C(C)C,3.9*
COC(=O)C(O)(c1ccc(N(C)C(=O)Nc2ccc(Cl)cc2)cc1)C(F)(F)F (configuration not stated),0.73
CN1C2CCC1CC(NC(=O)CSc1ccc(F)cc1F)C2 (configuration not stated),1.6
CC1=C(C(=O)OC(C)(C)C)C(c2ccccc2)NC(=O)N1C (configuration not stated),0.75
CSc1n[nH]c(-c2ccc(C(C)(C)C)cc2)n1,0.85
CCN1C(=O)C(=O)c2cc(Br)ccc21,1.8
S=c1[nH]nc(-c2ccc(Cl)cc2)o1,-0.97
CC1(C)CCC(=O)N(c2ccc(N3CCOCC3)cc2)C1=O,1.9
CC(C)c1ccc(NC(=O)CSc2ncc3c(n2)CC(C)(C)CC3=O)cc1,-1.7
Cc1onc(-c2ccccc2Cl)c1NC(=O)Nc1ccc(F)cc1,1.2
CC1(C)c2ccccc2N2CC(=O)NC21/C=C/c1ccc(F)cc1 (configuration not stated),1.1
CCN(CC)S(=O)(=O)c1ccc2c(c1)C(=O)c1cc(S(=O)(=O)N(CC)CC)ccc1-2,1.4
CCOCCOC(=O)C1=C(C)NC2=C(C(=O)CC(C)(C)C2)C1c1ccc(OC(C)=O)cc1 (configuration not stated),-0.49
NCCSC(=S)NC1CCCCCCC1,-0.28

Exported with each value named: entries from further up.
> CC(C)c1ccc(NC(=O)CSc2ncc3c(n2)CC(C)(C)CC3=O)cc1
  Dicer processing: -1.7

> Cc1onc(-c2ccccc2Cl)c1NC(=O)Nc1ccc(F)cc1
  Dicer processing: 1.2

> CC1(C)c2ccccc2N2CC(=O)NC21/C=C/c1ccc(F)cc1 (configuration not stated)
  Dicer processing: 1.1

> CCN(CC)S(=O)(=O)c1ccc2c(c1)C(=O)c1cc(S(=O)(=O)N(CC)CC)ccc1-2
  Dicer processing: 1.4

Later entries:
mol,Dicer processing
O=[N+]([O-])c1cc(Cc2cc([N+](=O)[O-])cc(C(F)(F)F)c2)cc(C(F)(F)F)c1,-1.2
C=CCC1(O)CC(c2ccccc2)NC(c2ccccc2)C1CC (configuration not stated),2.6
Oc1ccc2ncccc2c1C(Nc1ccccn1)c1cccc(Br)c1 (configuration not stated),0.71
Cc1cccc(Cl)c1NC(=S)NCc1ccc(C#N)cc1,0.95
Cc1[nH]n(C)c(=O)c1N=Nc1c(Cl)cc(C(F)(F)F)cc1Cl,-2.5
O=C(N/N=C/c1cccc2ccccc12)N/N=C/c1cccc2ccccc12,0.7
COc1ccc(Br)cc1COC(=O)C1c2ccccc2Oc2ccccc21,-0.65
Cc1ccc(C)c(OC2=NS(=O)(=O)c3ccccc32)c1,1.7
O=c1[nH]cnc2ccc(Br)cc12,0
Cc1ccc(-n2cccc2)c(NS(=O)(=O)c2ccc(-c3ccno3)s2)c1,-1.9
C=CC(=O)NC(O)C(O)NC(=O)C=C (configuration not stated),-0.75
CCCOc1ccc(Br)cc1C1C(C(=O)OCc2ccccc2)=C(C)Nc2nnnn21 (configuration not stated),1.9
O=c1oc(-c2cccs2)nc2sc3c(c12)CCCC3,21
COc1ccc(S(=O)(=O)n2nc(C)c(Sc3ccccc3)c2C)cc1,-0.11
CN(C)c1ncc([N+](=O)[O-])cc1C(F)(F)F,-0.32
COC(=O)/C(=C\Nc1ccc(Oc2ccc(F)cc2F)nc1)NC(=O)c1ccccc1,-1.9
CC(=O)NC1CCN(C(=S)Nc2cc(Cl)ccc2Cl)CC1,-0.4
CC(=O)Nc1cc(Cl)c(Cl)cc1NC(C)=O,-0.87
CC1=C(C(=O)OCCOc2ccccc2)C(c2ccc(Br)cc2)C2=C(CCCC2=O)N1 (configuration not stated),-1
CC1=NNC(=O)C1Cc1ccc(F)cc1 (configuration not stated),8.6
CCc1nnc(NS(=O)(=O)c2ccc(OC(F)(F)F)cc2)s1,48
Cn1c(=O)n(Cc2ccccc2)c(=O)c2c1[nH]c(=O)n2C,-0.13
Cc1ccc(S(=O)(=O)NC(=O)OCC2CN(Cc3ccccc3)CCO2)cc1 (configuration not stated),0.79
CCOC(=O)COc1nc(C)cc(C)c1C#N,-1.6
Brc1ccc(-c2cnc3ccccc3n2)cc1,0.48
C=CCOc1ccc(C2c3c(oc4ccccc4c3=O)C(=O)N2c2nnc(C)s2)cc1 (configuration not stated),0.05
CNC(=O)Nc1nc2cccnc2s1,1.1
Cc1cc(C)nc(SCc2ccc(F)cc2)n1,-0.56
COc1cc(NS(C)(=O)=O)ccc1Nc1c2ccccc2nc2ccccc12,0.35
COC(=O)c1scc2c(N3CCC(n4cccc4)CC3)cc(C(F)(F)F)nc12,0.09
Cc1ccc(C(=O)CCc2nc3ccccc3s2)cc1C,0.2
COC(=O)COc1ccc2c(=O)c(Oc3cc(C)cc(C)c3C)coc2c1,-0.3

3 entries from above, arranged by formula weight, rising.
mol,Dicer processing
Brc1ccc(-c2cnc3ccccc3n2)cc1,0.48
COC(=O)c1scc2c(N3CCC(n4cccc4)CC3)cc(C(F)(F)F)nc12,0.09
C=CCOc1ccc(C2c3c(oc4ccccc4c3=O)C(=O)N2c2nnc(C)s2)cc1 (configuration not stated),0.05

Additional results:
mol,Dicer processing
O=C(CC1SC(=NC2CC3C=CC2C3)NC1=O)Nc1cc(Cl)ccc1Cl (configuration not stated),0.03
O=C(O)c1cccc(Cn2cnc([N+](=O)[O-])n2)c1,-0.2
O=C(c1cccnc1)N(c1ccc2oc(=O)sc2c1)S(=O)(=O)c1cccc2cccnc12,4.1*
COC(=O)c1cc(NC(=O)N2c3ccccc3Sc3ccccc32)cc(C(=O)OC)c1,-0.74
CN(C)CCCNc1ccc([N+](=O)[O-])c(N2CCOCC2)c1C#N,1.2
C[C@@H]1CC2OC(=O)[C@@]3(C)CCC[C@@](C)(C23)[C@@]1(O)CCc1ccoc1 (some centres not stated),0.85
CCN1C(=O)C(O)(CC(=O)c2ccc(C)cc2C)c2cc(Br)ccc21 (configuration not stated),0.84
CCOC(=O)C1SC(c2ccc(Cl)cc2)C(C#N)C1(O)c1ccccc1 (configuration not stated),-0.9
CCCCCCC#Cc1cncc(-c2nnc(SCC(=O)Nc3ccccc3)n2C)c1,0.64
O=C(c1ccc(Cl)cc1)c1c(Cl)cc(CO)cc1Cl,0.15
O=C(O)C1CCCCC1C(=O)Nc1ccc(O)cc1 (configuration not stated),-2.1
CCOC(=O)c1sc(=S)n(-c2ccc(Cl)cc2)c1C,0.39
CSC(=CC(=O)c1ccc(Cl)cc1)SC,-0.68
CC1(C)CCC=[N+]1[O-],-0.93
O=C(NC(=O)c1ccc(Cl)cc1)Nc1ccc(-c2cnco2)cc1,-0.48
CCNc1nc2ccc(Cl)cc2nc1NCC,4.6*
O=[N+]([O-])c1cc(Cl)c(N2CCOCC2)cc1N1CCOCC1,-0.3
Cn1c(=O)c2[nH]c(-c3ccnc4ccccc34)nc2n(C)c1=O,-1.8
CCCOc1c(Cl)cc(C(=O)O)cc1Cl,-0.81
CC1(C)CC(=O)c2c(csc2S(C)(=O)=O)C1,1.7
Clc1ccc(Cl)c(OCCOc2cc(Cl)ccc2Cl)c1,0.37
CCOC(=O)C(NC(=O)CC)(Nc1ccccc1F)C(F)(F)F (configuration not stated),-0.14
C=CCOc1ccc(C2c3c(oc4ccccc4c3=O)C(=O)N2Cc2ccc3c(c2)OCO3)cc1 (configuration not stated),0.4
Cc1nc(C)c(-c2ccn(S(=O)(=O)c3ccc(Cl)cc3)n2)o1,0.48
O=C(Nc1ccc(Cl)cc1)N1N=C2c3ccccc3CCC2C1c1cccs1 (configuration not stated),-0.38
CC1=C(C(=O)OC(C)C)C(c2cccnc2)C2=C(CC(c3ccccc3)CC2=O)N1 (configuration not stated),0.51
Cc1ccnc(NS(=O)(=O)c2ccccc2)c1,1.5
O=C(NCc1sccc1CSc1ccc(Cl)cc1)Nc1ccccc1F,0.62
Cc1cccc(Cl)c1/C=N/NC(N)=S,-0.37
CC(=O)COc1nc2c(c(-c3ccc(Cl)cc3)c1C#N)CCc1ccccc1-2,3.2*
Cn1nc(C(F)(F)F)c(-c2ccc(Br)cc2)c1NC(=O)CSCC(=O)O,0.18
CC1=C(C)CC2C(=O)N(c3ccc(I)cc3)C(=O)C2C1 (configuration not stated),-1.2
N#Cc1nccnc1N1CCN(S(=O)(=O)c2ccc(F)cc2)CC1,-0.9
CS(=O)(=O)N1N=C(c2ccco2)CC1c1cn(-c2ccccc2)nc1-c1ccccc1 (configuration not stated),-1.7
CCOc1ccc(-c2ncnn2-c2sc3c(c2C#N)CCCC3)cc1,-3.6
O=S(=O)(Oc1c(Cl)cccc1Cl)c1cc(Br)c(Br)s1,-0.24
C=Cc1c(C)c2cc3nc(cc4[nH]c(cc5nc(cc1[nH]2)C(C)=C5CCC(=O)O)c(CCC(=O)OC)c4C)[C@@]1(C)C3=CC=C(C(=O)OC)C1C(=O)OC (some centres not stated),-0.12
CC(C)(C)c1cc(C(=O)/C=C2/NC(=O)CS2)no1,-1.2
COC(=O)CN1c2ccccc2NC2=C(C(=O)CC(C)(C)C2)C1c1cccs1 (configuration not stated),26
OC(CN1C2=NCCN2c2ccccc21)c1ccccc1 (configuration not stated),-0.32
O=[N+]([O-])c1ccc(CSc2ncnc3c2ncn3[C@@H]2O[C@H](CO)[C@H](O)C2O)cc1 (some centres not stated),0.44
c1ccc(C(Cc2nc(-c3ccncc3)no2)c2ccccc2)cc1,0.43
Cc1[nH]c2ccccc2c1C(=O)CSc1nc2ccccc2[nH]1,2.2
COc1ccc2[nH]c3c(c2c1)CCNC3c1cccc(O)c1 (configuration not stated),-0.13
CCOc1cc(-c2nccc3cc(OC)c(OC)cc23)cc(OCC)c1OCC,0.66

Bioassay records as filed in PubChem BioAssay.
